Screening results from PubChem.
S3 lipid droplet: qHTS Assay for Lipid Storage Modulators in Drosophila S3 Cells; Drosophila S3 cells, BODIPY lipid droplet fluorescence, 18-24 h; cells fed with added oleic acid; Potency in µM for hits, for the others lipid storage change, negative = inhibition, % at the top dose, mostly 46.1 µM; actives 0.64% (n = 320,000); AID 2685; active = well fitted inhibition curve with a large enough effect in the signal ratio, with a control signal flat, not every such curve was filed as active; inconclusive = small, poorly fitted or top-dose-only effect, or effect the other way, or a change in a side signal; the % refers to the signal ratio
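Laser-scanning cytometry quantifies lipid droplet accumulation (500–530 nm total intensity; droplet/cell object ratio) in oleic acid-fed (400 uM added) Drosophila S3 cells treated with a concentration series. 20 uM Triacsin C defined 100% inhibition.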
S3 lipid droplet cell count max: second read-out of S3 lipid droplet, no call of its own (marks repeat the call); cell number change, %; measured here: cell count max response;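 cells counted by Cell Tracker Red CMTPX staining in the red channel; peak over a dose series mostly up to 46.1 µM; percent activity relative to internal control wells on each plate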
An asterisk follows results filed as active; i = inactive; u = inconclusive; x = no result given. % is scaled to controls: 0 for no effect and ±100 for the full control effect; potency is read from the fitted curve at half-maximal effect.

Preview (five entries):
Compound	S3 lipid droplet	S3 lipid droplet cell count max
Cc1cc2c(OCC(O)CNCc3ccco3)cccc2[nH]1 (stereo not given)	8%	0
COc1ccc(OC)c(S(=O)(=O)N2CCN(c3ccccc3OC)CC2)c1	-4%	-6
COc1ccc(CCNC(=O)CSc2nnc(Cc3cccn3C)n2C)cc1OC	-8%	2
O=c1[nH]c(CSc2nc3ccccc3s2)nc2ccccc12	-13%	-12
Cc1cc(C)n2nc(C(=O)OCC(=O)N(C)CC(=O)Nc3ccc(F)cc3)nc2n1	i	7

The list itself, previewed entries included:
Compound	S3 lipid droplet	S3 lipid droplet cell count max
Cc1cc2c(OCC(O)CNCc3ccco3)cccc2[nH]1 (stereo not given)	8%	0
COc1ccc(OC)c(S(=O)(=O)N2CCN(c3ccccc3OC)CC2)c1	-4%	-6
COc1ccc(CCNC(=O)CSc2nnc(Cc3cccn3C)n2C)cc1OC	-8%	2
O=c1[nH]c(CSc2nc3ccccc3s2)nc2ccccc12	-13%	-12
Cc1cc(C)n2nc(C(=O)OCC(=O)N(C)CC(=O)Nc3ccc(F)cc3)nc2n1	i	7
CC1(C)C([N+](=O)[O-])C(c2ccccc2O)NC(c2ccccc2O)C1[N+](=O)[O-] (stereo not given)	u	x
N#CCSCC(=O)Nc1ccc(F)cc1	13%	9
CC1(C2(O)CCCCC2)NCCc2ccccc21 (stereo not given)	2%	x
CCN(CC)CCCOc1ccc(C)cc1Br	u	x
O=C(Nc1cccc(S(=O)(=O)NC2=NCCC2)c1)C1CCCCC1	u	x
NC(=S)Nc1cccc(-c2n[nH]c(=S)o2)c1	u	x
CCOC(=O)/C(C)=N/Nc1nc(-c2ccc(NC(C)=O)cc2)cs1	u	x
CCOc1ccc(NC(=O)CCN2C(=O)c3cccc([N+](=O)[O-])c3C2=O)cc1	u	x
CCOC(=O)CNC(=O)CSc1ncnc2c1cnn2Cc1ccccc1	38%	-1
O=C(OCC(=O)c1c[nH]c2ccccc12)c1cccc([N+](=O)[O-])c1	u	x
O=C(C[n+]1ccc(C(=O)NCc2ccccc2)cc1)c1ccc(Cl)cc1	u	x
CN(Cc1ccccc1)S(=O)(=O)c1ccc(S(=O)(=O)N(Cc2ccc(F)cc2)C2CCCC2)cc1	i	20
N#CCCN(Cc1cccnc1)C(=S)NCc1ccco1	u	x
COc1c(N2CCN(C(=S)Nc3ccccc3F)C(C)C2)c(F)cc2c(=O)c(C(=O)O)cn(C3CC3)c12 (stereo not given)	6%	12
CNS(=O)(=O)c1cccc(C(=O)OCC(=O)c2cc3ccccc3o2)c1	15%	8
COc1cc(C2CC(=O)c3cnc(NC(=O)COc4ccccc4)nc3C2)cc(OC)c1OC (stereo not given)	5%	-11
C=CCSc1nc2ccccc2c(=O)n1Cc1ccccc1	u	x
COc1ccc2oc(=N)c(C(=O)Nc3ccc(F)cc3)cc2c1	3%	12
Cc1cccc(CN(C(=S)Nc2c(C)cccc2C)c2cccnc2)c1	i	x
Cc1ccc(C)c(SCC(=O)Nc2nnc(-c3ccccc3)o2)c1	i	x

Structures shown so far that contain fluorine:
Compound	S3 lipid droplet	S3 lipid droplet cell count max
Cc1cc(C)n2nc(C(=O)OCC(=O)N(C)CC(=O)Nc3ccc(F)cc3)nc2n1	i	7
N#CCSCC(=O)Nc1ccc(F)cc1	13%	9
CN(Cc1ccccc1)S(=O)(=O)c1ccc(S(=O)(=O)N(Cc2ccc(F)cc2)C2CCCC2)cc1	i	20
COc1c(N2CCN(C(=S)Nc3ccccc3F)C(C)C2)c(F)cc2c(=O)c(C(=O)O)cn(C3CC3)c12 (stereo not given)	6%	12
COc1ccc2oc(=N)c(C(=O)Nc3ccc(F)cc3)cc2c1	3%	12

Other compounds:
Compound	S3 lipid droplet	S3 lipid droplet cell count max
CCOC(=O)c1cccc(NS(=O)(=O)c2c(C)[nH]c(C)c2C(=O)N2CCCC2)c1	u	x
CCOc1ccc(C(=O)OCC(=O)Nc2cc(C)on2)cc1OCC	i	x
CCN(CC)CCNC(=O)c1cc(S(=O)(=O)N2CCc3ccccc32)cn1C	u	x
Cc1nnc(SCc2cc(=O)[nH]c(Nc3nc(C)c4cc(C)c(C)cc4n3)n2)s1	14%	10
COc1ccc(OC)c(S(=O)(=O)N2CCN(C)CC2)c1	0%	0
COc1ccc(OC)c(N(CC(=O)NCCc2ccc(OC)c(OC)c2)S(=O)(=O)c2ccccc2)c1	u	x
O=C(NCc1ccco1)c1cnn2c1NC(c1ccc(Br)cc1)CC2C(F)(F)F (stereo not given)	u	x
CCc1cc(=O)oc2cc(OC3CCCCC3=O)ccc12 (stereo not given)	u	x
Cc1ccc2c(c1)-c1c(ssc1=S)C(C)(C)N2C(=O)CSc1nncn1C	u	x
COc1ccc(NC(=S)N/N=C/c2ccc(F)cc2)cc1OC	u	x
CCC(=O)NC(NCC1CCCO1)C(Cl)(Cl)Cl (stereo not given)	14%	17
CCN1CCN(CCCNC(=O)c2ccc3c(c2)NC(=O)/C(=C\c2cccc(C)c2)S3)CC1	i	-17
COCCCNC(=O)Cc1ccc(-n2c(C)nc3cccnc32)cc1	i	x
CC(NC(=O)c1ccccc1)C(=O)OCC(=O)c1ccc(Br)cc1 (stereo not given)	u	x
C1CCC(OCCN2CCN(CCOC3CCCCC3)CC2)CC1	26µM*	6.0*
COC(=O)c1c(NC(=O)CC2SC(N)=NC2=O)sc2c1CCC(C)C2 (stereo not given)	u	x
COc1ccc(OC)c(/C=C/C(=O)OCC(=O)NC2CCCCCCC2)c1	5%	-8
O=C(O)c1ccc(NS(=O)(=O)/C=C/c2ccccc2)cc1O	16%	14
O=C(CCN1C(=O)CSC1=O)Nc1ccc(Br)cc1	7%	-9
S=C(NCc1cccnc1)Nc1ccc2c(c1)OCO2	20%	2
CCc1ccc(NC(=O)CC2C(=O)N(c3ccc(C)cc3)C(=O)N2C2CC2)cc1 (stereo not given)	u	x
NC(=O)c1ccsc1NC(=O)COC(=O)CNC(=O)c1cccc([N+](=O)[O-])c1	u	x
CCC(=O)Nc1sc(Cc2ccccc2)c(C)c1C(N)=O	14%	6
O=C(CCn1c2c(c3ccccc31)CCCC2)NNC(=O)c1ccc(Cl)c([N+](=O)[O-])c1	5%	-4
COc1ccc(C2CC(c3cccs3)=NN2C(=O)CCC(=O)O)cc1 (stereo not given)	3%	-1

(further entries)
Results follow in this order: S3 lipid droplet, S3 lipid droplet cell count max
- CCN1CCCC1CNC(=O)CSc1cc(=O)n(C)c2cc(Cl)ccc12 (stereo not given)
    6%, 5
- CO/N=C/NC(=O)c1ccc([N+](=O)[O-])c(CS(=O)(=O)c2ccc(Cl)cc2)c1
    i, -15
- O=C(CCc1ccccc1)Nc1ccc2c(c1)OCO2
    u, x
- CCOC(=O)C1=CC[C@H]2c3c(c4ccccc4n3C)C(=O)C1N2C
    17%, 3
- CCc1ccc(NC(=O)CCn2c(=O)oc3ccccc32)cc1
    u, x
- CCc1ccc2oc(C(=O)Nc3cccnc3)c(C)c2c1
    i, -25
- Cc1ccc(NC(=O)COc2coc(CN3CCc4ccccc43)cc2=O)cc1Cl
    u, x
- CCOC(=O)c1c(NC(=O)CN2C(=O)NC3(CCC(C)CC3)C2=O)sc(C(=O)N(C)C)c1C (stereo not given)
    u, x
- Cn1c(SCc2nc(-c3ccc(Br)cc3)no2)nnc1-c1ccco1
    u, x
- CSc1ccc(C(=O)C2CCCN(C(=O)Cc3nonc3C)C2)cc1 (stereo not given)
    8%, -3
- O=C(O)c1cccc(-n2cccc2/C=C/[N+](=O)[O-])c1
    -16%, -4
- Cc1ccc(-n2nc(C)c(C(C)(O)C(F)(F)F)c2N)cc1 (stereo not given)
    13%, 9
- CCCCC(=O)Nc1ccc(N2CCN(C(=O)c3ccco3)CC2)cc1
    u, x
- CC1(C)Cc2c(sc3nnn(Cc4ccccc4)c(=O)c23)CO1
    u, x
- CN(C)C1=NC[C@H](Cc2ccccc2)N1CCCC1CCCCC1
    u, x
- O=C(CN1CCc2cc3c(cc2C1)OCCCO3)Nc1cccc([N+](=O)[O-])c1
    u, x
- O=C(CCC(=O)N1CCSc2ccccc21)NCc1cccc(Cl)c1
    10%, -5
- CSc1nc2ccccc2n1CC(=O)Nc1ccccc1
    10%, 2
- Cc1ccc(-c2noc(CNCCCN(C)C)n2)cc1
    u, x
- O=C1c2ccncc2C(=O)N1CO
    2%, 0
- Cc1nn(CC(=O)NCCCN2CCC(N3CCCCC3)CC2)c(=O)c2cc(-c3ccccc3)nn12
    u, x
- Cc1ccc(C)c(N2CCN(C(c3ccc(N(C)C)cc3)c3nnnn3C(C)(C)C)CC2)c1 (stereo not given)
    u, x
- Cn1c(=O)c(=O)n(C)c2cc(N3CCOCC3)c(NS(=O)(=O)c3ccc(F)c(Cl)c3)cc21
    u, x
- CCc1ccc(N=CC2=C(O)CC(c3ccco3)CC2=O)cc1 (stereo not given)
    u, x
- COc1ccc(-c2n[nH]c(=S)n2N)c(OC)c1
    i, -29
- CC[C@@]12C(=O)N(c3cccc(F)c3)C(=O)N1[C@H](c1cccc(C)c1)[C@@H]1C(=O)N(Cc3ccccc3)C(=O)[C@@H]12
    u, x
- Oc1ccc(-c2cnc(-c3ccc(O)cc3)nc2)cc1
    u, x
- Cn1c(=O)c2c(nc(CN3CCC(C(N)=O)CC3)n2CCc2ccccc2)n(C)c1=O
    u, x
- CC(C)c1ccc(Nc2ncccc2C#N)cc1
    u, x
- CCCOc1cc(C)c(S(=O)(=O)n2nnc3ccccc32)cc1C
    u, x
- CN1CCN(c2ccccc2NC(=O)c2cc(Br)ccc2Cl)CC1
    u, x
- CCCCn1c(=O)c(CCC(=O)OCC(=O)Nc2ccc(C)c(Cl)c2)nc2ccccc21
    5%, -6
- CCCCC(CC)C1OCC(CN2CCCC2)O1 (stereo not given)
    -1%, -8
- Cc1ccc(S(=O)(=O)N2CCOCC2)cc1NC(=O)COC(=O)C1=COCCO1
    u, x
- CCOC(=O)CNC(=O)Cn1cnc2c(cnn2-c2ccc(C)cc2)c1=O
    0%, -5
- N#CC(C(=O)NCc1ccco1)c1nc2ccccc2nc1N1CCOCC1 (stereo not given)
    u, x
- CC1(C)SC2c3ccccc3C(=O)N2[C@@H]1C(=O)NCc1ccco1 (stereo not given in full)
    u, x
- CCCc1cc(=O)oc2cc(C)cc(OC(C)C(=O)NCCCn3ccnc3)c12 (stereo not given)
    u, x
- CCC1CCCCN1CCCNC(=O)COc1cc(=O)n(C)c2ccccc12 (stereo not given)
    1%, -4
- Cc1nc2nc(SCC(=O)c3cccc([N+](=O)[O-])c3)[nH]c2cc1Br
    -9%, -1
- Cc1ccc(Oc2ccc(OCC(=O)NC3CCS(=O)(=O)C3)cc2)cc1 (stereo not given)
    u, x
- CCC(=O)OCCn1c(=O)c2cc3c(=O)n(CCOC(=O)CC)c(=O)c3cc2c1=O
    u, x
- CCCC(c1nnnn1CS(=O)(=O)c1ccc(C)cc1)N1CCN(CC)CC1 (stereo not given)
    u, x
- Cc1onc(-c2ccc(Cl)cc2)c1-c1ccnn1S(=O)(=O)c1ccc(Cl)cc1
    u, x
- COc1cccc(/C=N/NC(=O)c2ccc(=O)[nH]n2)c1O
    2%, -2
- O=C(NNC(=S)Nc1cccc2ccccc12)c1cccc(Br)c1
    u, x
- O=C(Nc1ccc(O)cc1)c1ccc2c(c1)C(=O)N(Cc1ccco1)C2=O
    9%, 4
- Cn1c(=O)[nH]c(=O)c2c1nc(N1CCN(c3ccccc3)CC1)n2CCSc1ncccn1
    -3%, 16
- Cc1ccc2nc(SCc3cn4cccnc4n3)[nH]c2c1
    -14%, -1
- CC(C)CC(=O)N1CCN(S(=O)(=O)c2ccc(C3CCCCC3)cc2)CC1
    u, x
- Cc1ccsc1CN(C)C(=O)C1CCC(=O)N(CCc2cccc(F)c2)C1 (stereo not given)
    -18%, -4
- CCOC(=O)c1cc2sccc2n1CC(=O)OC
    u, x
- CN1CCN(C(=O)c2ccc(COc3ccc(Cl)cc3Cl)cc2)CC1
    u, x
- Cc1cc(C)n(-c2ccnc3cc(Cl)ccc23)n1
    u, x
- COc1ccc(-c2cc(OC(=O)c3ccc(F)cc3)c3c(C)oc(C)c3c(=O)c2)cc1
    u, x
- CC(=O)c1cnc(Nc2nc(C)c3ccccc3n2)nc1C
    u, x
- Fc1cc(F)cc(-c2c(-c3ccccc3)ncc3ccc(F)cc23)c1
    u, x
- COC(=O)c1nnn(CC(=O)NC(=O)Nc2c(C)cccc2C)c1C(=O)OC
    u, x
- CC(C)c1nnc(NC(=O)CCS(=O)(=O)c2ccccc2)s1
    -14%, 21
- CCCSc1oc(-c2ccco2)nc1S(=O)(=O)c1ccccc1
    u, x
- CC1CCCC(C)N1C(=O)COC(=O)c1cccc(S(=O)(=O)N(C)c2ccccc2)c1 (stereo not given)
    i, -20
- O=C1CC(c2ccccc2)CN1C(=O)c1cncc(Br)c1 (stereo not given)
    u, x
- CN(/N=C/c1ccncc1)C1=NCCN1
    0%, 13

4 compounds drawn at random from those above:
Results follow in this order: S3 lipid droplet, S3 lipid droplet cell count max
- CCc1ccc(NC(=O)CCn2c(=O)oc3ccccc32)cc1
    u, x
- CCCCC(=O)Nc1ccc(N2CCN(C(=O)c3ccco3)CC2)cc1
    u, x
- Cc1nc2nc(SCC(=O)c3cccc([N+](=O)[O-])c3)[nH]c2cc1Br
    -9%, -1
- CN(C)C1=NC[C@H](Cc2ccccc2)N1CCCC1CCCCC1
    u, x

A stretch of the results above:
Results follow in this order: S3 lipid droplet, S3 lipid droplet cell count max
- Cc1cc2c(OCC(O)CNCc3ccco3)cccc2[nH]1 (stereo not given)
    8%, 0
- COc1ccc(OC)c(S(=O)(=O)N2CCN(c3ccccc3OC)CC2)c1
    -4%, -6

A portion of the library; rates above refer to the full screens.
